Compound activity: PubChem, Sanford-Burnham Center for Chemical Genomics
TAG inh = inhibitors of triacylglycerol accumulation, primary screen, cell-based, uHTS, fluorescence, H9c2 | inhibition, % at 12.5 µM | 230,000 tested, 0.66% active | H9c2 cells, Nile Red lipid (TAG) fluorescence; cells loaded with 200 µM oleic acid;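 active means pattern-corrected inhibition of lipid staining of at least 50% with the nuclear-stain viability signal not falling by more than 50%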;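 further: 0% = DMSO wells and 100% = triacsin C control wells; some results filed as inactive read as strong as hits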
TAG inh DAPI viability = also measured in TAG inh; calls as there; DAPI nuclei signal change (viability), lower = more cytotoxic, %;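 whole-well DAPI fluorescence read on a plate reader as a viability signal; minus 50 percent equals half of cells still viable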
Active calls of the source: *.

SMILES	TAG inh	TAG inh DAPI viability
CC(OC(=O)c1ccccc1C(=O)N(C)c1ccccc1)C(=O)Nc1ccc(C(N)=O)cc1 (stereo not given)	2	-7
CCN(CC)CCOC(=O)c1cccc2c1-c1ccccc1C2O (stereo not given)	5	7
CC(C)c1nc(SCC(=O)Nc2ccc(N3CCOCC3)cc2)c2ccccc2n1	25	22
O=C(NCC(c1ccco1)N1CCN(c2ccccc2F)CC1)c1ccco1 (stereo not given)	-8	1
O=C(NCc1ccco1)C(c1cccs1)N(C(=O)Cc1cccs1)c1ccccc1 (stereo not given)	16	-2
CC(C)c1ccc(NC(=O)NC(C)c2ccc3c(c2)OCO3)cc1 (stereo not given)	-22	-1
CCCC(=O)Nc1ccc(C(=O)Nc2nnc(COCC)s2)cc1	4	-5
O=C(NCC(c1ccco1)N1CCCCC1)c1ccc(NS(=O)(=O)c2ccc(F)cc2)cc1 (stereo not given)	9	3
CCOCc1nnc(NC(=O)c2cc(OC)c(OC)c(OC)c2)s1	-4	3
CN(C)CCCN(C(=O)c1ccc(Br)s1)c1nc2cc3c(cc2s1)OCO3	3	10
CC1CCCCC12NC(=O)N(CC(=O)NCc1ccccc1Cl)C2=O (stereo not given)	3	-5
Cc1nc2sccn2c(=O)c1S(=O)(=O)NCc1ccccc1Cl	-3	12
CCCCNC(=O)CN(c1cccc(Br)c1)S(C)(=O)=O	-8	9
O=C(Nc1nnc(CCc2ccccc2)s1)c1ccccc1	0	2
COc1ccc(OC)c(C2C(C(=O)O)c3ccccc3C(=O)N2C)c1 (stereo not given)	15	-14
O=C(OCC(=O)N1CCC(Cc2ccccc2)CC1)c1cc(Cl)ccc1O	0	-7
Cc1cccc(C)c1NC(=S)NCCc1ccc(O)c(O)c1	12	-8
COC(=O)c1ccc(C)c(NC(=O)CN(c2ccc3c(c2)OCO3)S(C)(=O)=O)c1	26	16
OCCNc1nc(N2CCOCC2)nc(N2CCOCC2)n1	8	-9
CCOC(=O)CN1C(=O)N[C@@H](c2cccs2)C(C(=O)OC)=C1C	0	-2
N#Cc1nc2ccccc2n1OCc1ccccc1	23	-23
CC(=O)Nc1ccc(NC(=O)Nc2cccc3ccccc23)cc1	4	3
COc1ccc([N+](=O)[O-])c(C=CC(=O)c2ccccn2)c1	-15	4
CN(C)c1ccc(/C=C/C(=O)c2ccc(C(C)(C)C)cc2)cc1[N+](=O)[O-]	-3	-2
CCCCn1c(=O)n(Cc2cccc(F)c2)c(=O)c2c1ncn2Cc1ccco1	8	-8
C=CCOc1c(CNc2ncn[nH]2)cccc1OCC	5	1
C[C@@H]1CN([C@@H](C)CO)C(=O)c2cccc(NC(=O)Nc3ccccc3)c2O[C@H]1CN(C)C(=O)Nc1cccc2ccccc12	20	-19
Cc1nc2sc(C(c3ccc(Cl)cc3)N3CC(C)OC(C)C3)c(O)n2n1 (stereo not given)	-1	-2
O=C(c1cccs1)N1CCN(S(=O)(=O)Cc2ccccc2)CC1	8	-6
CN(C(=O)CC1C(=O)NCCN1Cc1ccc(F)cc1Cl)C1CCCCC1 (stereo not given)	-4	-2

Looked up above.
C=CCOc1c(CNc2ncn[nH]2)cccc1OCC @ TAG inh DAPI viability = 1
CC(=O)Nc1ccc(NC(=O)Nc2cccc3ccccc23)cc1 @ TAG inh = 4
Cc1nc2sc(C(c3ccc(Cl)cc3)N3CC(C)OC(C)C3)c(O)n2n1 (stereo not given) @ TAG inh DAPI viability = -2

Remaining list, next part
SMILES	TAG inh	TAG inh DAPI viability
CC1CCCCN1C(=O)CN1CCC(c2nc3ccc(Cl)cc3[nH]2)CC1 (stereo not given)	2	3
CCCN1C(=O)/C(=C\c2nc3ccccc3c(=O)[nH]2)c2ccccc21	21	-11
Cc1cc(C)c(OCC(=O)Nc2ccc(S(=O)(=O)N3CCOCC3)cc2)c(C)c1	-8	-8
O=C(O)c1ccccc1-c1ccccc1C(=O)NCc1cccc(C(F)(F)F)c1	-6	-9
CN(C(=O)CCCN1C(=O)c2cccc3cccc(c23)C1=O)c1ccccc1	-5	4
CC1CCN(c2c(NCc3ccc(C(=O)NCc4ccco4)cc3)c(=O)c2=O)CC1	2	4
CC1=C(C(=O)OC2CCCCC2)C(c2ccco2)C2=C(CC(C)(C)CC2=O)N1 (stereo not given)	13	-4
COc1ccc(S(=O)(=O)N2CC(O)CC2C(=O)OCC(=O)Nc2ccc(Cl)cn2)cc1 (stereo not given)	-1	3
CC(C)Cc1nc(SCC(=O)N2CCOCC2)c2c(=O)n(C)c(=O)n(C)c2n1	0	-4
Cc1csc(NC(=O)c2cc3ccccc3o2)n1	-8	-7
CC(=O)Nc1cccc(N2C(=O)CC(Cc3ccccc3)C2=O)c1 (stereo not given)	11	-4
CC(=O)Nc1ccc(C)c(NC(=S)Nc2ccc(F)cc2)c1	-5	10
CN1C[C@@H]2[C@@H]3C(=O)N(Cc4ccccc4)C(=O)[C@@H]3[C@](C)(C1=O)N2C(=O)c1ccc(Br)cc1	9	-8
CN1CC(=O)N(CCOc2ccccc2)C1=O	6	-11
O=C(CSc1ccccc1)NCc1ccccc1	5	-2
COc1cc2ccccc2cc1C(=O)OCC(=O)c1c(N)n(C)c(=O)n(C)c1=O	-4	7
O=c1cc(CN2CCN(S(=O)(=O)c3ccc4c(c3)OCCO4)CC2)c2ccc(O)cc2o1	5	22
Cc1ccccc1C(=O)NC(NCc1ccco1)C(Cl)(Cl)Cl (stereo not given)	26	-8
O=C(Cc1cccs1)N[C@@H]1c2ccccc2CC[C@H]1OCc1ccccc1	7	-4
O[C@@H]1CN(CC2CCCCC2)[C@@H](c2ccccc2)C[C@H]1n1cc(-c2ccc(F)cc2)nn1	-22	-8
CC(=O)c1ccc(NC(=O)N2CCc3ccccc3C2)cc1	-10	-1
C=CCNC(=O)CSc1nc2sc(C)c(C)c2c(=O)[nH]1	-13	6
Cc1ccc2c(c1)c(N=O)c(O)n2Cc1ccc(Cl)cc1	6	-6
Cc1ccc(S(=O)(=O)N2CCOC2CNC(=O)C(=O)NCc2ccncc2)cc1 (stereo not given)	9	-11
CC(Sc1nnc(-c2ccc(OC(F)F)cc2)n1N)C(=O)NCC1CCCO1 (stereo not given)	-5	-6
COc1cc(C2NC(=O)NC(c3ccccc3)=C2C(C)=O)cc([N+](=O)[O-])c1O (stereo not given)	4	-7
CC(C)CN1Cc2ccccc2Oc2cc(Br)ccc2S1(=O)=O	-34	1
Cc1cccnc1C1=NOC(Cc2ccccc2)C(=O)N1Cc1ccc2c(c1)OCO2 (stereo not given)	-3	1
CCN(C[C@H]1N[C@@](C)(C(=O)OC)[C@H]2C(=O)N(C)C(=O)[C@@H]12)C(=O)c1ccccc1	5	-5
Cc1c(C(=O)Nn2cnnc2)oc2ccccc12	1	4
Cc1ccc(-c2nn(CC(=O)NN3CCOCC3)c(=O)c3ccccc23)cc1	0	-5
CSc1ccccc1C(=O)C1CCCN(C(=O)CCN2CCCO2)C1 (stereo not given)	-46	-9
COc1ccc2[nH]cc(/C=C(/C#N)S(=O)(=O)c3ccccc3)c2c1	-16	2
Cc1ccc(C)c(-n2c3nc(=O)n(C)c(=O)c-3cc3ccccc32)c1	3	7
Cc1ccc(Cl)cc1NC(=O)C1CCCN(S(=O)(=O)c2c(C)noc2C)C1 (stereo not given)	2	-2
Cc1c(-c2nc(-c3ccncc3)no2)cccc1[N+](=O)[O-]	3	2
CCOc1ccc(CN(C)C(=O)CCl)cc1	58*	-20*
OC(c1ccc(Cl)c(Cl)c1)c1ncc(-c2ccccc2Cl)[nH]1 (stereo not given)	-5	4
Cc1cnc(C(=O)N2CCc3c([nH]c4ccccc34)C2c2ccc(F)cc2)cn1 (stereo not given)	-2	-5
CC(=O)Cc1nsc(Nc2ccccc2)n1	10	-1
COc1ccc(CCNC(=O)COc2ccc(N(C)S(=O)(=O)c3ccc(C)cc3)cc2)cc1	-12	14
COc1ccc(NC(=O)CNC(=O)c2ccc([N+](=O)[O-])cc2)cc1	-7	4
CC1CCC(N(C(=O)c2csnn2)C(C(=O)NC(C)(C)C)c2cccnc2)CC1 (stereo not given)	6	3
COCCNC(=O)C(OC(=O)c1ccco1)c1ccccc1OC (stereo not given)	-20	-2
CCc1nnc(NC(=O)c2ccc(S(=O)(=O)N3CCCCCC3)cc2)s1	-6	-3
CN(C(=O)c1ccc(NC(=O)Cc2ccc(NC(=O)C3CCCN(C(=O)C4CCC4)C3)cc2)cc1)C1CC1 (stereo not given)	20	4
O=C(CC1C(=O)NCCN1Cc1ccc(Cl)c(F)c1)NCCc1cccnc1 (stereo not given)	0	-3
CN(C)c1ccc(N2C(=O)CSC2=S)cc1	2	4
Cc1ccc(C(=O)NCC(=O)NCC(=O)OCc2ccc(F)cc2)cc1	1	-3
Cc1cc(C)cc(C(=O)N2CCC(C(N)=O)CC2)c1	1	1

Full records as entered above. Screens in order: TAG inh, TAG inh DAPI viability
COc1ccc(CCNC(=O)COc2ccc(N(C)S(=O)(=O)c3ccc(C)cc3)cc2)cc1 in the list: -12, 14
O=C(CC1C(=O)NCCN1Cc1ccc(Cl)c(F)c1)NCCc1cccnc1 (stereo not given) in the list: 0, -3
COc1ccc(NC(=O)CNC(=O)c2ccc([N+](=O)[O-])cc2)cc1 in the list: -7, 4
CCc1nnc(NC(=O)c2ccc(S(=O)(=O)N3CCCCCC3)cc2)s1 in the list: -6, -3
CN(C)c1ccc(N2C(=O)CSC2=S)cc1 in the list: 2, 4

The main list resumes; the two compounds before the break are reprinted first.
SMILES	TAG inh	TAG inh DAPI viability
Cc1ccc(C(=O)NCC(=O)NCC(=O)OCc2ccc(F)cc2)cc1	1	-3
Cc1cc(C)cc(C(=O)N2CCC(C(N)=O)CC2)c1	1	1
O=C(CN1CCC(NC(=O)C2CCCCC2)CC1)NCc1ccco1	6	5
COc1ccc(CNC(=O)C2=CCN(S(=O)(=O)c3ccc(C)cc3)CC2)cc1	-12	1
COc1ccc(NC(=O)/C(Cl)=C(/Cl)S(=O)Cc2ccccc2)cn1 (stereo not given)	96*	-48*
COCCn1c(SCC(=O)c2ccc3c(c2)OCCO3)nnc1C(C)C	-8	11
CC1(C)CC(c2nc(-c3ccccc3)cs2)CCS1 (stereo not given)	-10	2
Cc1ccc(NS(=O)(=O)c2cc3c4c(cccc4c2)C(=O)NC3=O)cc1	-1	-2
CC(=O)Nc1ccc(-c2ccccc2)s1	11	-2
CCOC(=O)C1(CCOc2ccccc2)CCN(Cc2cc(OC)ccc2OC)CC1	2	1
CC(=O)Nc1cc(C(N)=O)c(Cl)cc1Cl	-3	-10
Cc1[nH]c2c(C)cccc2c1CN1CCC(CO)(Cc2ccccc2)CC1	31	-7
CNC(=O)CSc1nnnn1-c1cc(C)ccc1C	-15	-2
CCCCNc1nc(-c2ccccc2)c(C(=O)OCC)cc1C#N	7	9
CCOC(=O)N1CCN(C(=O)c2cc(COc3ccc(F)cc3F)on2)CC1	-6	-4
CCC(CC)c1nc2ccccc2c(=O)[nH]1	14	-13
CN(NC(=O)c1ccccc1F)c1nc(C(F)(F)F)nc2ccccc12	42	-31
Cc1ccc(NC(=O)c2nc[nH]c2C(=O)Nc2ccccc2F)cc1	-9	7
Cc1cccc(CN2CCC(Oc3ccc(C(=O)N4CCCC4)cc3)CC2)n1	9	-6
O=C(CN1C2=NCCCN2c2ccccc21)c1ccc(Cl)cc1Cl	13	37
CCCCCCCCCCCCCCCC(=O)Nc1ccn(C2OC(CO)C(O)C2O)c(=O)n1 (stereo not given)	9	-17
O=C(O)/C=C/c1ccc(O)c(O)c1	-25	-3
C/C(=N\NC(=O)c1nnn(-c2nonc2N)c1CSc1ccc(C)cc1)c1cccs1	2	2
NC(=O)COC(=O)c1cc(S(=O)(=O)N2CCOCC2)ccc1N1CCCCC1	12	-4
O=C(NCCC1=CCCCC1)C(=O)NCc1ccncc1	13	5
COc1cccc(NC(=O)c2nn(-c3ccc(OC)cc3OC)c(=O)c3ccccc23)c1	11	2
O=C(O)c1ccc2ncc(NC(=O)c3ccc(F)cc3)c(=O)n2c1	-1	-4
C[C@H]1CN([C@@H](C)CO)C(=O)CCCn2cc(nn2)CO[C@@H]1CN(C)C(=O)Nc1cccc2ccccc12	2	2
CC[C@]12C(=O)N(C)C[C@H]([C@@H]3C(=O)N(C)C(=O)[C@@H]31)N2C(=O)c1ccc(C(C)(C)C)cc1	3	2
Cc1cc(O)cc2c1C1CCC3(C)C(=O)CCC3C1C=C2 (stereo not given)	2	2
COCCNC(=O)c1ccccc1NC(=O)c1cc(OC)cc(OC)c1	6	-4
C=CC[C@H]1C=C[C@@H](C(C(=O)OC)C(=O)OC)CN1C(C)=O	1	-7
COc1ccc(C(CNC(=O)c2cccc(S(=O)(=O)N3CCCC3)c2)N2CCCC2)cc1 (stereo not given)	21	1
O=C(C1CCCN(S(=O)(=O)c2cc(Cl)ccc2Cl)C1)N1CCCCCC1 (stereo not given)	-6	0
CC(C)OCCCNc1ncc2c(n1)CC(c1ccc(N(C)C)cc1)CC2=O (stereo not given)	17	5
c1ccc(Oc2ncnc3sccc23)cc1	-8	6
CNc1nc(N)c(C(=O)Nc2cc(C)on2)s1	16	-16
CCN(Cc1ccccc1)C(=O)COC(=O)c1cc(=O)[nH]c2ccccc12	5	12
Cn1c(N)nc2ccccc2c1=O	19	-4
CN(CC1CCCN(CCc2ccc(Cl)cc2)C1)C(=O)c1ccc2nc[nH]c2c1 (stereo not given)	-11	4

Arranged by molar mass (descending): some entries from above
SMILES	TAG inh	TAG inh DAPI viability
CN1C[C@@H]2[C@@H]3C(=O)N(Cc4ccccc4)C(=O)[C@@H]3[C@](C)(C1=O)N2C(=O)c1ccc(Br)cc1	9	-8
CN(C)CCCN(C(=O)c1ccc(Br)s1)c1nc2cc3c(cc2s1)OCO3	3	10
Cc1ccc(Cl)cc1NC(=O)C1CCCN(S(=O)(=O)c2c(C)noc2C)C1 (stereo not given)	2	-2
CCOC(=O)N1CCN(C(=O)c2cc(COc3ccc(F)cc3F)on2)CC1	-6	-4
CCN(C[C@H]1N[C@@](C)(C(=O)OC)[C@H]2C(=O)N(C)C(=O)[C@@H]12)C(=O)c1ccccc1	5	-5
Cc1nc2sccn2c(=O)c1S(=O)(=O)NCc1ccccc1Cl	-3	12
C=CCNC(=O)CSc1nc2sc(C)c(C)c2c(=O)[nH]1	-13	6

These rows are one share of the data. The share of hits here may be higher or lower than overall.
